Screens deposited in PubChem by several laboratories.
TRPM1 prom inh: inhibitors of MITF-driven TRPM1 promoter in melanoma cells; 330,000 compounds, 0.83% hits; inhibition, % at 12.5 µM; SK-MEL-5 TRPM1 promoter luciferase, 24 h;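 active means mean inhibition across replicates of 60% or more, whatever share of single replicates reaches that level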; further: values of inactives mirror those of a sister screen read the other way
NR2E3 ag-1: activates human NR2E3 receptor; 360,000 compounds, 0.35% hits; AID 602229; inhibition of corepressor binding, % at 3.98 µM; CHO-S Gal4-NCOR/VP16-NR2E3 two-hybrid, luciferase;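 active means inhibition above the mean of all tested compounds plus 3 SD, cut at about 70% in these data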;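 further: 0% = DMSO with NR2E3 transfected cells and 100% = cells lacking NR2E3 construct; higher means lower luciferase signal from less NR2E3 corepressor binding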
Target sequence (Q9Y5X4 whole entry, looked up, the tested form may be a part): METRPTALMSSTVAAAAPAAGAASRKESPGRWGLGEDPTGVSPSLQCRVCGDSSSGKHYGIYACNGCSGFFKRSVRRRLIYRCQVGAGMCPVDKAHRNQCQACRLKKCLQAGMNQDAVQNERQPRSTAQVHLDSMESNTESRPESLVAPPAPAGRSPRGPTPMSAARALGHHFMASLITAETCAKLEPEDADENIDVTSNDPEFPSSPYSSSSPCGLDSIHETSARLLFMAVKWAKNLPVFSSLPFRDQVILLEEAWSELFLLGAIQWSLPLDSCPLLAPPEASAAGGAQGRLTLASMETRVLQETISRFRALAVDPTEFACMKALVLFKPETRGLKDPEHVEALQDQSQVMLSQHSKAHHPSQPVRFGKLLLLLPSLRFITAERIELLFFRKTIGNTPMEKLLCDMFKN
HIF-2a block: HIF-2a inhibition; inhibition, % at 18.8 µM; 360,000 compounds, 0.72% hits; 786-0 RCC cells HIF-2a reporter, luciferase luminescence, overnight; AID 624352;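 active means inhibition of the luminescence signal of 40% or more relative to plate controls, in a single-dose primary screen at 18.75 µM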
hiPSC survival: increases survival of single human iPS cells; hiPSC single-cell survival, ATPlite luminescence; 100% = ROCK inhibitor wells, 0% = DMSO; survival enhancement, % at 20 µM; 360,000 compounds, 0.044% hits; in the data active means survival enhancement above about 18%;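 further: cells exposed to compounds for 16 hours before the ATP read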
Exocytosis inh: lytic granule exocytosis inhibition | TALL-104 LAMP-1 surface exposure, flow cytometry; cells stimulated with thapsigargin and PMA | inhibition, % at 10 µM | 360,000 compounds, 0.66% hits | AID 651702;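 active means inhibition above about 55%, limit read from the data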
CaV13 FRET inh: Primary screen for inhibitors of IQ motif and Ca2+-dependent inactivation inhibitor domain binding in CACNA1D, Förster resonance energy transfer in living cells, …; HEK cells, CFP/YFP FRET ICDI-IQ, plate reader, 10 min; percent FRET-ratio fall versus neutral wells; inhibition, % at 12.3 µM; 340,000 compounds, 0.098% hits; AID 743397;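 active means mean replicate inhibition of at least 30% and at least 1% of replicates passing that level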;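 further: 0% = median of the neutral control wells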
NR2E3 ag-2: activates human photoreceptor nuclear receptor NR2E3. AID 2300. Q9Y5X4. inhibition of corepressor binding, % at 4.78 µM. GST-NR2E3/biotin-RetCOR TR-FRET, 1536-well. 320,000 compounds, 0.12% hits;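 active means percent inhibition above the cutoff of mean plus 3 SD of all tested compounds, set per screening campaign, cut at about 20% in these data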;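 further: 0% = DMSO wells and 100% = biotin wells as full block of FRET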
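System: GST-tagged NR2E3 plus biotinylated RetCOR corepressor; Buffer or medium: pH 7.5 Tris-based buffer; Probe or stimulus: RetCOR corepressor, biotinylated, 7 nM; Doses: compound at 4.8 µM, single dose; Schedule: 5 h incubation at 4 °C; Technique: time-resolved FRET; Evaluation: percent inhibition of TR-FRET ratio; Replication: one well per compound, singlicate testing.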
Vif inh: HIV Vif inhibition; HEK293T cells, Vif self-association by quenched fluorescence, imaging, 24 h; AID 602346; inhibition, % at 7.49 µM; 340,000 compounds, 0.35% hits; in the data active means inhibition above about 50%, passing the limit was not always enough; further: some results filed as inactive read as strong as hits
aDG glyco act: alpha-DG glycosylation activation; Pro5-aDG cells, alpha-DG glycosylation AlphaScreen (IIH6); 0% Pro5, 100% B10-LARGE cell signal; AID 624168; activation, % at 10 µM; 360,000 compounds, 0.22% hits;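 active means activation of at least 8% versus controls, or a plate z-score of at least 8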;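 further: Pro5 are CHO cells carrying HIG-tagged alpha-DG that lacks glycosylation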
PDI inh: blocks human protein disulfide isomerase activity. PDI insulin aggregation turbidity, A650, 90 min. inhibition, % at 10 µM. P07237. 350,000 compounds, 0.052% hits;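 active means mean inhibition across replicates of 30% or more, whatever share of single replicates reach that level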;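 further: absorbance from insulin aggregation driven by PDI reduction with DTT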
Target sequence (P07237 whole entry, looked up): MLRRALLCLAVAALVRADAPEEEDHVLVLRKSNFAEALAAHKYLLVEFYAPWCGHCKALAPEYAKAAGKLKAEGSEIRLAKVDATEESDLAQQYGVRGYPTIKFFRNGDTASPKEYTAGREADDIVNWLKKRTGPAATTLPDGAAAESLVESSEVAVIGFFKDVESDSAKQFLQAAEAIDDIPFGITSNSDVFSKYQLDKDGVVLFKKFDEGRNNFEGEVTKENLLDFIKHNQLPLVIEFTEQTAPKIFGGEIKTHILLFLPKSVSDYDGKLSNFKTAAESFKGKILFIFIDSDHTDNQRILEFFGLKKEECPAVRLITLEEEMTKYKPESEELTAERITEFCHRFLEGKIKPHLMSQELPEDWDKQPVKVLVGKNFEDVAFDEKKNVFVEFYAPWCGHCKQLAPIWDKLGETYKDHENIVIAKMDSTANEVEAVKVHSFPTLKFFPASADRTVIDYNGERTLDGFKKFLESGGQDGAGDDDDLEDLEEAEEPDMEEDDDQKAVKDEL
Peg3 prom inh: reduces Peg3 promoter-driven luciferase expression in HeLa; HeLa PEG-Prom luciferase reporter, luminescence, overnight; inhibition, % at 20 µM; 360,000 compounds, 1.7% hits; AID 588405;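 active means inhibition of at least 50% at 20 µM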
* = called active by the depositor; / = no result given. Not a hit list, and some 3.5% of all compounds hit somewhere here.

entry	Structure	TRPM1 prom inh	NR2E3 ag-1	HIF-2a block	hiPSC survival	Exocytosis inh	CaV13 FRET inh
1	O=S(=O)(Nc1nc2ccccc2nc1NCC1CCCO1)c1ccccc1 (configuration not stated)	-8.3	0.6	9.5	-0.1	-2.9	-2.9
2	O=C1CCc2cc(S(=O)(=O)Nc3ccccc3F)cc3c2N1CCC3	-1.2	11.3	2.7	-0.5	-0.3	-6.6
3	COc1cccc2sc3cc(NCc4ccc5c(c4)OCO5)ccc3c(=O)c12	-52.7	-82.0	-203.4	-1.6	2.2	12.2
4	CC(C)CCN(C(=O)c1ccncc1)c1c(N)n(Cc2ccccc2)c(=O)[nH]c1=O	4.2	-8.8	12.5	-2.4	7.6	-3.5
5	Cc1ccc(CNCc2cc3c(C(C)(C)C)nn(-c4ccccc4)c3[nH]c2=O)cc1	13.9	-7.1	27.0	-1.5	8.8	-8.7
6	COCCNC(=O)COc1cccc(Oc2ccccc2)c1	-7.5	-10.1	-7.4	-1.7	-0.1	-9.4
7	O=C(CNC(=O)C(c1ccccc1)c1ccccc1)N/N=C/c1cccnc1	-13.0	13.3	11.7	-0.2	-8.0	-5.2
8	Cc1c(C)c2ccc(OCC(=O)NC3CCN(Cc4ccccc4)CC3)cc2oc1=O	-7.5	-9.6	-15.1	-0.3	-0.8	-7.1
9	CC1CN(c2ccc(S(=O)(=O)N3CCCC3)cn2)CC(C)O1 (configuration not stated)	-3.4	14.1	7.7	-0.7	-2.4	-6.0
10	Cc1cccc(/C=N/n2c(-c3cc(-c4ccccc4)n[nH]3)n[nH]c2=S)c1	-2.2	-20.3	-10.4	-1.3	21.2	-2.9
11	O=C(NC1CCN(Cc2ccc(Cl)cc2)CC1)c1cn(-c2ccccc2)nc1-c1cccnc1	-31.1	12.6	14.7	0.0	4.1	-2.2
12	Cc1cccc(C(=O)NNC(=O)c2ccc(S(=O)(=O)N3CCOCC3)cc2)c1	/	7.6	13.5	-0.3	-0.8	-3.0
13	CCN1C(=O)c2ccc(C(=O)Nc3ccc(O)cc3C)cc2C1=O	5.8	-6.8	14.3	-0.2	-3.2	-19.2
14	CCOc1ccc(N=C(NC#N)SCC)cc1	-4.3	-21.8	-37.8	3.8	-4.1	-3.1
15	Cc1nn(C(C)C(=O)NCCCN2CCCC2)c(=O)c2nn(-c3ccccc3)c(C)c12 (configuration not stated)	-16.5	-38.7	13.0	0.1	-4.6	-3.6

entry	NR2E3 ag-2	Vif inh	aDG glyco act	PDI inh	Peg3 prom inh
1	0.2	1.9	0.1	-1.9	7.5
2	-3.1	7.3	-0.3	9.1	1.8
3	/	-2.4	1.7	-4.4	-206.7
4	0.3	10.7	-0.1	1.6	19.3
5	1.8	23.6	-0.3	4.5	-24.8
6	-1.3	-0.9	0.0	9.4	-8.8
7	4.5	-1.5	-0.1	4.7	19.3
8	-3.8	-0.8	0.0	10.4	-23.8
9	1.1	-3.4	0.0	3.2	6.7
10	0.2	1.2	-0.2	4.1	-7.0
11	2.8	-3.1	1.7	16.0	22.8
12	1.5	12.3	0.0	-13.0	3.0
13	-0.2	12.8	0.1	4.8	10.1
14	0.1	0.3	-0.2	-4.6	-19.3
15	1.0	0.8	0.0	-7.5	3.4

Remaining list, next part
entry	Structure	TRPM1 prom inh	NR2E3 ag-1	HIF-2a block	hiPSC survival	Exocytosis inh	CaV13 FRET inh
16	CCc1nc2ccc(C(=O)Nc3cccc(NS(C)(=O)=O)c3)cn2c1N(C)C(=O)Cc1ccccc1	/	-39.6	9.9	1.4	-5.1	-6.5
17	COc1ccc(-n2cc(CNCCc3cnc[nH]3)c(-c3cccc(F)c3)n2)cc1	-25.2	9.6	-19.1	-1.4	1.6	-6.4
18	Cc1cc(C)c(S(=O)(=O)N2CCCCC2CCNC(=O)C(=O)NCc2ccco2)c(C)c1 (configuration not stated)	8.7	15.3	7.7	0.0	-2.0	-12.3
19	Cc1ccc(C2(CCNS(=O)(=O)c3ccc(C)cc3)CCOC(C(C)C)C2)cc1 (configuration not stated)	4.6	-13.7	16.3	-1.2	14.5	-6.9
20	CC1(C)OC(=O)C2=C(C[C@@H](C3CCCC3)O[C@@H]2c2ccc(Cl)cc2)O1	/	-25.6	8.9	1.0	-3.0	-9.2
21	Cc1nnc(SCc2nc3ccccc3nc2C)s1	12.4	-10.3	-8.0	9.8	-0.8	-2.1
22	CC(C)C1S/C(=N/N=C/c2cccs2)NC1=O (configuration not stated)	1.6	-49.2	-27.0	-1.8	0.2	-1.4
23	COc1ccc(C(C)(O)c2nc(-c3ccncc3)cs2)cc1 (configuration not stated)	/	1.1	19.7	1.4	1.3	-11.9
24	CC(C)Cc1nc2oc3c(NCC4CCCO4)ncnc3c2c2c1CCC2 (configuration not stated)	9.3	16.1	15.8	3.1	5.9	-6.2
25	Cc1cc(=O)n2[nH]c(C(=O)O)nc2n1	5.8	2.5	15.5	7.7	2.2	/
26	O=C1CCC/C(=N/NC(=O)c2ccc(CN3c4cccc5cccc(c45)S3(=O)=O)cc2)C1	-4.1	-13.1	15.7	-0.1	-4.2	-3.5
27	Cc1nnn(C23CC4CC(CC(CC(=O)Nc5ccc(C)c(Cl)c5)(C4)C2)C3)n1	7.1	-25.1	15.4	2.4	-5.3	-5.4
28	Cc1ccccc1N(C(=O)Cn1nnc2ccccc21)C(C(=O)NCc1ccco1)c1ccncc1 (configuration not stated)	0.2	-5.2	4.1	-2.3	-1.2	-0.6
29	COc1ccc(NC(=O)C2(C)CCN2C2Cc3ccccc3C2)cc1OC (configuration not stated)	/	17.2	12.0	-1.8	-1.0	-5.6
30	COC(=O)c1ccccc1NC(=O)C12CC3CC(C1)CC(n1cnc(Cl)n1)(C3)C2	6.9	-8.0	22.5	0.6	1.5	-3.7

entry	NR2E3 ag-2	Vif inh	aDG glyco act	PDI inh	Peg3 prom inh
16	/	5.4	0.0	2.4	-5.2
17	-4.1	-1.3	2.8	10.2	-20.0
18	1.8	-1.3	0.1	1.7	12.4
19	0.9	2.5	0.2	1.6	9.6
20	/	/	-0.2	/	/
21	3.0	-2.4	0.0	-20.0	2.2
22	0.5	-3.3	-0.3	-3.7	1.2
23	/	-4.8	0.2	-1.3	20.4
24	2.4	-2.5	-0.4	-10.8	60.6*
25	0.5	4.1	0.3	-0.5	10.7
26	2.2	-1.4	0.1	-5.1	-0.1
27	0.5	-10.5	0.3	-2.4	12.3
28	-4.7	-8.5	0.3	6.4	8.3
29	/	-0.2	0.1	-7.4	10.5
30	1.2	-7.1	0.0	4.2	12.9

Reformatted: results already given
item | SMILES | TRPM1 prom inh | NR2E3 ag-1 | HIF-2a block | hiPSC survival | Exocytosis inh | CaV13 FRET inh | NR2E3 ag-2 | Vif inh | aDG glyco act | PDI inh | Peg3 prom inh
18 | Cc1cc(C)c(S(=O)(=O)N2CCCCC2CCNC(=O)C(=O)NCc2ccco2)c(C)c1 (configuration not stated) | 8.7 | 15.3 | 7.7 | 0.0 | -2.0 | -12.3 | 1.8 | -1.3 | 0.1 | 1.7 | 12.4
19 | Cc1ccc(C2(CCNS(=O)(=O)c3ccc(C)cc3)CCOC(C(C)C)C2)cc1 (configuration not stated) | 4.6 | -13.7 | 16.3 | -1.2 | 14.5 | -6.9 | 0.9 | 2.5 | 0.2 | 1.6 | 9.6
20 | CC1(C)OC(=O)C2=C(C[C@@H](C3CCCC3)O[C@@H]2c2ccc(Cl)cc2)O1 | / | -25.6 | 8.9 | 1.0 | -3.0 | -9.2 | / | / | -0.2 | / | /

Other structures.
entry	Structure	TRPM1 prom inh	NR2E3 ag-1	HIF-2a block	hiPSC survival	Exocytosis inh	CaV13 FRET inh
31	Cc1onc(-c2c(F)cccc2Cl)c1C(=O)NCc1ccccc1	2.9	-1.7	12.1	-0.2	-1.1	-1.9
32	Cc1ccc(/C=N/NC(=O)c2ccccn2)o1	-15.5	-82.6	-106.6	-1.6	0.2	-4.7
33	Cc1nc(N/N=C/c2ccccc2)nc(N(C)c2ccccc2)c1[N+](=O)[O-]	-7.1	-20.1	6.3	2.1	4.2	-3.2
34	O=C(CN1CCN(C(=O)c2ccccc2)CC1)Nc1cccc(S(=O)(=O)N2CCCC2)c1	13.1	3.2	-1.4	1.5	-3.4	-5.0
35	CCCNC(=O)N(C)C[C@H]1Oc2cc(Br)ccc2S(=O)(=O)N([C@@H](C)CO)C[C@@H]1C	/	-15.6	6.1	8.6	6.5	-3.9
36	Cc1cc(NC(=O)COC(=O)COc2cccc3c2OC(C)(C)C3)no1	-13.6	-1.5	12.8	4.4	-0.3	-5.0
37	CC(c1cccs1)N(Cc1ccco1)C(=S)Nc1ccc(F)c(Cl)c1 (configuration not stated)	3.2	-8.5	12.4	-0.7	-1.5	-6.6
38	COc1ccc(C(=O)OCC(=O)N2CCN(C(=O)c3ccco3)CC2)c(OC)c1OC	/	-9.6	6.3	-2.1	4.7	-10.7
39	N#CN1CCC(NS(=O)(=O)c2ccc(C(F)(F)F)cc2)C1 (configuration not stated)	8.9	31.9	-6.4	-4.3	-5.9	-8.6
40	Cc1ccc(C)c(N=Cc2c(O)c3ccccc3oc2=O)c1	7.1	5.3	-13.5	0.4	-7.2	/
41	CC(=O)c1cccc(S(=O)(=O)N(CCCO)Cc2cc3ccc(C)cc3[nH]c2=O)c1	-9.2	-15.1	-11.9	4.9	-0.5	-9.3
42	Fc1ccc(NC(=S)Nc2ccc(Br)cc2)cc1	-8.4	-1.6	-91.3	-1.1	-1.9	-0.3
43	O=C(C1CCCN1C(=O)c1cccs1)N1CCN(Cc2ccc3c(c2)OCO3)CC1 (configuration not stated)	15.7	-11.0	1.4	-4.4	-1.6	-4.6
44	O=C(c1ccccn1)C1CCCN(Cc2cn[nH]c2-c2cc3ccccc3o2)C1 (configuration not stated)	7.8	-12.5	-6.4	4.8	-3.3	-2.0
45	CCOc1ccc(CCN2C(=O)C(=O)N([C@@H](Cc3ccccc3)CN3CCC[C@H]3CN3C(=O)C(=O)NC[C@@H]3CC(C)C)C[C@@H]2Cc2ccc(O)cc2)cc1	/	6.3	-9.1	-0.7	-1.5	-7.3

entry	NR2E3 ag-2	Vif inh	aDG glyco act	PDI inh	Peg3 prom inh
31	0.7	-1.9	-0.1	5.5	9.4
32	2.4	-11.3	0.0	-1.0	-111.4
33	2.5	1.1	-0.5	-5.8	9.1
34	/	-3.6	-0.1	0.6	12.5
35	/	-1.4	0.1	2.9	-8.2
36	2.4	5.4	-0.3	15.7	6.6
37	0.8	-2.5	0.0	0.1	-1.4
38	/	/	-0.3	1.9	13.4
39	2.5	-9.0	-0.1	3.9	5.4
40	4.7	9.2	0.0	-0.7	21.3
41	-0.3	/	0.1	-6.3	18.0
42	1.7	-10.0	-0.2	3.5	-22.4
43	-0.1	-0.2	-0.1	2.7	2.6
44	1.7	/	0.0	-19.2	8.2
45	/	/	-0.2	/	/
